Compound activity as filed in PubChem BioAssay.
ATXN viability – viability counter-screen for ATXN expression inhibitors. S2 cells (HEK-293 line with an ATXN2-luciferase reporter) viability, CellTiter-Fluor protease fluorescence, 24 h. Potency, µM (highest dose often 56.7 µM), usual class: cytotoxic. hit rate 0.49% among 400,000. AID 651635; further: nearly all actives have a fitted effect of over 40% in size
EPAC2 antagonist – antagonists of human EPAC2; hit rate 0.18% among 360,000; Potency, µM (series often up to 114 µM), for the others: at the highest dose activity, negative = inhibition, actives largely listed as inhibitors; EPAC2 GEF exchange of Rap1B-BODIPY-GDP, fluorescence; Q8WZA2; further: on the % scale 0 is the no-effect control and ±100 the full control effect; nearly all actives have a fitted effect of over 45% in size; many of its hits are not listed in these tables
Target sequence (Q8WZA2 whole entry, looked up): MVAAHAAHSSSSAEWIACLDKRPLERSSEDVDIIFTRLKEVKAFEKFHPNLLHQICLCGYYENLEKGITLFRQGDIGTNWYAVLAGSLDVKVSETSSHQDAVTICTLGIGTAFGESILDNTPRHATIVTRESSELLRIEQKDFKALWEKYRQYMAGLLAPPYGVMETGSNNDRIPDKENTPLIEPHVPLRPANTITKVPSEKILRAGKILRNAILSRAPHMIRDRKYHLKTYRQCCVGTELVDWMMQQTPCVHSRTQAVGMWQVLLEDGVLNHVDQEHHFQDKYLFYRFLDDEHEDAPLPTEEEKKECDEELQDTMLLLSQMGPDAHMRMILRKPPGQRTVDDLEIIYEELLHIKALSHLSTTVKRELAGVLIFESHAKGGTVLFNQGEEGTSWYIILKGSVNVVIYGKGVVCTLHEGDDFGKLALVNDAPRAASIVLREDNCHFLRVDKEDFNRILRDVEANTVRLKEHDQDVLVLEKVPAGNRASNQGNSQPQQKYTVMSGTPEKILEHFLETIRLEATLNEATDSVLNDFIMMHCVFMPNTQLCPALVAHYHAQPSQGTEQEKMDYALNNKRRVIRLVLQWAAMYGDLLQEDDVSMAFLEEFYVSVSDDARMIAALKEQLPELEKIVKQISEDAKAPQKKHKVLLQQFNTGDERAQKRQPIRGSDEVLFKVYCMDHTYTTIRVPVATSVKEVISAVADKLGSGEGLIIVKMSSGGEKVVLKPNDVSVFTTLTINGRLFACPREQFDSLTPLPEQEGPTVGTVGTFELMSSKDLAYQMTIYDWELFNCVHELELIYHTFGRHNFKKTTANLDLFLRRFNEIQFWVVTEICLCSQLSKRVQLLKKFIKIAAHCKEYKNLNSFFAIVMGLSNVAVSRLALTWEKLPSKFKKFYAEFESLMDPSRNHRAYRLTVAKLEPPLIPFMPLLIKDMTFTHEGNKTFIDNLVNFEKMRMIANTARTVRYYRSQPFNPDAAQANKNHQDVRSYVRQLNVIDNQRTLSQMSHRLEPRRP
HepG2 viability – kills HepG2 cells in TGF-b inhibitor counter-screen; HepG2 CAGA-GFP viability, ATP luminescence, 18 h; Potency, µM (doses to about 46.1 µM), without a hit: at the top dose activity change, negative = cytotoxicity, usual class: cytotoxic; hit rate 0.76% among 410,000; further: some results filed as inactive show a strong effect at the top dose
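HepG2 CAGA-GFP cells (1000/well, DMEM with 1% FBS) received compound, then TGF-beta at 500 pg/mL final, and were incubated 18 hours at 37 degrees C. Viability was read by CellTiter-Glo luminescence. Media-only wells were set as complete cell-killing and DMSO as no toxicity.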
Nrf2 block – blocks Nrf2 signaling; A549 ARE-Fluc reporter, luciferase luminescence, 18-24 h; Potency, µM (top dose mostly 46 µM), without a hit: top-dose activity change, negative = inhibition, hits mostly inhibitors; hit rate 2.1% among 360,000; AID 504444; further: on the % scale 0 is the no-effect control and ±100 the full control effect; nearly all actives have a fitted effect of over 60% in size
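Cells were seeded and rested 2 h, then exposed to compounds for 18-24 h. CellTiter-Fluor was read first as a viability measure. BugLite was added 15 min before the final luminescent read of ARE-luciferase activity in A549 cells.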
A549 tox – counter-screen for Nrf2 inhibitors: cytotoxicity in A549 cells. A549 ARE-Fluc cells, CellTiter-Fluor viability, 18-24 h. Potency, µM (series often up to 46 µM), for inactives: at the top dose activity change, negative = cytotoxicity, most hits filed as inhibitors. hit rate 0.16% among 390,000. AID 504648; further: on the % scale 0 is the no-effect control and ±100 the full control effect
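Cytotoxicity counterscreen: CellTiter-Fluor fluorescence was measured in A549 ARE_Fluc cells after 18-24 h of compound exposure in a concentration series. The subsequent BugLite luminescent read reports ARE-luciferase activity.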
Nrf2 activator – activators of Nrf2 (ARE) signaling. AREc32 ARE-luciferase reporter (MCF7-derived line), luminescence, 24 h. hit rate 0.31% among 410,000. Potency, µM (doses to about 46.1 µM), inactives show at the highest dose activation, hits mostly activators; further: % of control where 0% means no effect; nearly all actives have a fitted effect of over 65% in size
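Quantitative high-throughput format: AREc32 reporter cells, 1000 per well, received compound by pin transfer and were incubated 24 hr at 37 deg C, 5% CO2, before Steady-Glo luminescence detection.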
ATXN2 expr inh – reduces ATXN2 reporter expression in HEK-293 cells; HEK-293 ATXN2-luciferase reporter, luminescence, 24 h; Potency, µM (series often up to 57 µM), for the others: at the highest dose activity change, negative = inhibition, most hits filed as inhibitors; hit rate 0.72% among 360,000; further: on the % scale 0 is the no-effect control and ±100 the full control effect; nearly all actives have a fitted effect of over 55% in size
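ATXN2-luciferase reporter cells (luciferase flanked by upstream and downstream ATXN2 gene portions) were treated 24 h at 37 °C with compounds at up to 57 uM. SteadyGlo luminescence gave expression; GF-AFC fluorescence gave viability.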
TGFb inhibitor – TGF-b pathway inhibition; HepG2 CAGA-GFP TGF-b/SMAD3 reporter, GFP fluorescence, 18 h; TGF-beta stimulated, 500 pg/mL final; AID 588855; Potency, µM (top dose mostly 46.1 µM), inactives show at the highest dose activity, negative = inhibition, usual class: inhibitors; hit rate 1.2% among 410,000; further: on the % scale 0 is the no-effect control and ±100 the full control effect; nearly all actives have a fitted effect of over 65% in size
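GFP signal (ex488/em500-530) from TGF-beta-stimulated HEPG2 CAGA-GFP cells, 500 pg/mL final, 18 h at 37 degrees C in DMEM plus 1% FBS, normalized to unstimulated and DMSO-stimulated controls.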
MCF10A rereplic – induces DNA re-replication in MCF 10a normal breast cells; Potency, µM (titrated, usually from 46.1 µM), inactives show top-dose activity, positive = re-replication, hits mostly activators; AID 624296; hit rate 2.9% among 350,000; MCF 10A DNA re-replication, Hoechst nuclear intensity, 48 h; further: % of control where 0% means no effect; nearly all actives have a fitted effect of over 50% in size
* = called active by the depositor; i = inactive; ? = inconclusive; · = not tested or not shown; [ ] = another dose, or the depositor's remark. The call rests on the fitted dose curve; in most records, active means well fitted curve in the direction sought with a large enough effect; inconclusive means small, poorly fitted or top-dose-only effect, or another doubt; inactive means no such curve, though single readings can be large; an effect the other way counts as inactive or inconclusive. Potency means the concentration at half of the fitted maximal effect. A portion of the library, so the mix of outcomes need not match the whole.

item	SMILES	ATXN viability	EPAC2 antagonist	HepG2 viability	Nrf2 block	A549 tox
1	Cc1sc(NC(=O)C2CCCCC2C(=O)O)c(C(N)=O)c1-c1ccc(C(C)(C)C)cc1 (centres undefined)	i	6.4%	-18.6%	-9.7%	-17.1%
2	CCc1ccc(CN(C(=O)COc2c(C)cccc2C)C2CCS(=O)(=O)C2)cc1 (centres undefined)	i	-14.8%	-3.8%	?	-18.6%
3	O=C(COC(=O)C1CCN(c2ccc(C(F)(F)F)cn2)CC1)c1cccc(Br)c1	i	-9.8%	9.9%	2.7%	-1.7%
4	O=C(NCCc1ccc(Cl)cc1)c1ccc2c(c1)N(Cc1cccc(Cl)c1)C(=O)c1ccccc1S2(=O)=O	·	·	-7.2%	·	14.3%
5	COc1cc(C(=O)NCCC(=O)NCc2ccc3c(c2)OCO3)cc(OC)c1OC	i	-5.5%	-1.2%	7.9%	1.4%
6	CCCCCN(C(=O)CCC(=O)OCC(=O)N(C)C1CCCCC1)c1c(N)n(CCCC)c(=O)[nH]c1=O	i	-6.9%	-0.3%	-1.9%	-13.4%
7	CCOc1ccc(NC(=O)CC2C(=O)N(c3cccc(C)c3)C(=O)N2Cc2cccnc2)cc1 (centres undefined)	·	·	-6.7%	?	-1.4%
8	COC(C(=O)Nc1ccnn1C1CCN(C(=O)c2ccc(C)cc2)CC1)c1ccccc1 (centres undefined)	i	12.2%	-0.3%	11.6%	-4.4%

item	Nrf2 activator	ATXN2 expr inh	TGFb inhibitor	MCF10A rereplic
1	-0.5%	41.7%[activator]	-14.1%	?
2	0.5%	9.0%	-2.3%	?
3	-0.4%	-5.3%	3.4%	-10.9%
4	1.8%	·	5.4%	·
5	0.4%	11.0%	2.0%	-0.1%
6	-0.1%	1.4%	-13.9%	3.2%
7	0.2%	·	-9.7%	·
8	-0.3%	13.7%	0.9%	-3.4%

Additional entries
item	SMILES	ATXN viability	EPAC2 antagonist	HepG2 viability	Nrf2 block	A549 tox
9	CN(Cc1cnn(C)c1)C(=O)c1ccc(OC2CCN(CCc3ccccc3)CC2)cc1	i	3.8%	-4.8%	8.7%	0.0%
10	COc1ccccc1-n1c(C)c(C(=O)O)c2cc(OC)c3ccccc3c21	i	?	0.6%	-1.0%	-2.3%
11	Cc1ccc(-c2nc(N=Nc3ccc(O)cc3)n[nH]2)cc1	?	-14.2%	-40.4%	13.7%	?
12	COc1cc(/C=C/c2nc(-c3ccccc3O)n[nH]2)cc(OC)c1OC	i	-17.2%	11.2µM*	-17.2%	-2.7%
13	CC1(C)CC[C@]2(C(=O)n3ccnc3)CC[C@]3(C)[C@H](C(=O)C=C4[C@@]5(C)C=C(C#N)C(=O)C(C)(C)[C@@H]5CC[C@]43C)[C@@H]2C1	3.77µM*	-16.2%	-96.7%	5.8µM*	6.51µM*
14	O=c1oc2ccccc2c(N2CCCC2)c1CN1CCCC1	i	11.6%	-7.8%	-5.7%	-5.6%
15	O=C(NCc1ccco1)c1cc2n(n1)C(C(F)(F)F)CC(c1ccc(Br)cc1)N2 (centres undefined)	?	4.6%	0.9%	?	-8.9%
16	CCNC(=O)/C(C#N)=C/c1c(N2CC(C)OC(C)C2)nc2ccccn2c1=O (centres undefined)	i	1.0%	-2.5%	13.2%	?

item	Nrf2 activator	ATXN2 expr inh	TGFb inhibitor	MCF10A rereplic
9	-0.5%	-12.1%	19.7%	9.0%
10	-0.4%	·	-0.9%	-3.2%
11	-0.5%	0.5%	?	?
12	-0.4%	-8.8%	?	?
13	1.12µM*	3.36µM*	?	0.517µM*
14	0.4%	3.0%	-4.2%	0.5%
15	-0.2%	-11.3%	-6.0%	17.1%
16	1.2%	11.9%	-31.1%	12.9%

Grouped by structure: the compounds so far with an aryl methoxy group
item	SMILES	ATXN viability	EPAC2 antagonist	HepG2 viability	Nrf2 block	A549 tox
5	COc1cc(C(=O)NCCC(=O)NCc2ccc3c(c2)OCO3)cc(OC)c1OC	i	-5.5%	-1.2%	7.9%	1.4%
10	COc1ccccc1-n1c(C)c(C(=O)O)c2cc(OC)c3ccccc3c21	i	?	0.6%	-1.0%	-2.3%
12	COc1cc(/C=C/c2nc(-c3ccccc3O)n[nH]2)cc(OC)c1OC	i	-17.2%	11.2µM*	-17.2%	-2.7%

item	Nrf2 activator	ATXN2 expr inh	TGFb inhibitor	MCF10A rereplic
5	0.4%	11.0%	2.0%	-0.1%
10	-0.4%	·	-0.9%	-3.2%
12	-0.4%	-8.8%	?	?

New compounds follow
item	SMILES	ATXN viability	EPAC2 antagonist	HepG2 viability	Nrf2 block	A549 tox
17	CN(C(=O)c1cccc(NC(=O)c2cccs2)c1)c1ccccc1	i	-2.2%	-2.6%	-2.9%	14.2%
18	CNC(=O)CSc1nnc(-c2ccco2)n1-c1cccc(C)c1	i	4.2%	5.3%	-13.4%	-1.3%
19	CCc1ccc(C(=O)COC(=O)CNC(=O)CNC(=O)Cc2ccccc2)cc1	i	11.4%	1.9%	?	-6.4%
20	COc1ccc(C(=O)N2CCN(Cc3ccccc3[N+](=O)[O-])CC2)cc1	i	4.8%	-6.2%	-18.7%	-4.5%
21	COc1ccc(-n2nnnc2C(CCSC)N2CCN(C/C=C/c3ccccc3)CC2)cc1 (centres undefined)	?	8.4%	-1.3%	·	·
22	Cc1ccc(Nc2nc(NCc3ccco3)nc3nccnc23)cc1C	·	·	-1.7%	14.4%	7.7%
23	CCOc1ccc(Cl)cc1-c1cc(C(=O)NCCc2ccncc2)[nH]n1	i	15.9%	1.1%	·	·
24	O=C1NC(=S)N(c2cccc(Cl)c2)C12CCCCC2	i	5.2%	-24.0%	-3.9%	-0.8%

item	Nrf2 activator	ATXN2 expr inh	TGFb inhibitor	MCF10A rereplic
17	-0.6%	-12.4%	-0.7%	?
18	-0.7%	4.7%	-0.4%	-4.2%
19	-0.9%	3.0%	?	-0.5%
20	0.5%	-9.0%	-15.9%	14.6%
21	3.7%	-23.5%	-33.6%	·
22	·	·	11.6%	·
23	4.2%	-5.3%	9.8%	·
24	0.8%	0.7%	-24.6%	23.3%

The list continues.
item	SMILES	ATXN viability	EPAC2 antagonist	HepG2 viability	Nrf2 block	A549 tox
25	CCn1c(C(C)NS(=O)(=O)c2ccc(Cl)cc2)n[nH]c1=S (centres undefined)	i	-0.2%	12.3%	4.6%	0.1%
26	CC(=O)Nc1ccc(CN2CCN(CC=C(C)C)C(CCO)C2)cc1 (centres undefined)	i	-3.1%	0.6%	11.7%	-7.0%
27	Cc1nn(C(C)C(=O)NCC2CCCO2)c(C)c1[N+](=O)[O-] (centres undefined)	·	-4.8%	-21.6%	-2.5%	-1.1%
28	CSc1ccc(CN(C)Cc2nc3cc(C(F)(F)F)ccc3c(=O)[nH]2)cc1	i	-25.4%	-8.8%	-4.4%	12.7%
29	Cc1ccc(-n2nc3c(c2NC(=O)CC(C)C)CS(=O)(=O)C3)c(C)c1	i	5.1%	-12.5%	5.2%	1.0%
30	COc1cc(-c2nnc(NC(=O)CCS(=O)(=O)c3ccc(F)cc3)o2)cc(OC)c1OC	?	-1.0%	2.5%	-1.7%	-6.6%
31	O=C(NCCc1nc2ccccc2n1Cc1c(F)cccc1Cl)c1ccco1	i	·	-14.0%	-8.1%	1.0%
32	Cn1c(=O)c2c(nc(SCC(=O)c3cccs3)n2Cc2ccc(F)cc2)n(C)c1=O	i	-10.1%	-3.8%	?	-1.2%

item	Nrf2 activator	ATXN2 expr inh	TGFb inhibitor	MCF10A rereplic
25	-1.9%	-10.4%	4.0%	0.1%
26	-0.6%	·	-14.5%	0.3%
27	-0.8%	·	0.7%	-3.1%
28	3.0%	-19.3%	-4.6%	15.2%
29	-0.6%	-13.8%	-6.0%	·
30	25.3%	86.3%[activator]	?	16.4µM*
31	7.6%	-24.1%	?	·
32	0.2%	-12.5%	?	6.7%

Given with two lines to a compound: entries from further up
Sequence of screens – ATXN viability | EPAC2 antagonist | HepG2 viability | Nrf2 block | A549 tox | Nrf2 activator | ATXN2 expr inh | TGFb inhibitor | MCF10A rereplic
20. COc1ccc(C(=O)N2CCN(Cc3ccccc3[N+](=O)[O-])CC2)cc1
    i | 4.8% | -6.2% | -18.7% | -4.5% | 0.5% | -9.0% | -15.9% | 14.6%
1. Cc1sc(NC(=O)C2CCCCC2C(=O)O)c(C(N)=O)c1-c1ccc(C(C)(C)C)cc1 (centres undefined)
    i | 6.4% | -18.6% | -9.7% | -17.1% | -0.5% | 41.7%[activator] | -14.1% | ?

Further records follow.
item	SMILES	ATXN viability	EPAC2 antagonist	HepG2 viability	Nrf2 block	A549 tox
33	CCOc1ccc(NC(=O)CN(C)C(=O)c2ccc(=O)[nH]c2)cc1OCC	i	3.2%	0.4%	-15.4%	-1.0%
34	CN(C)C(CNC(=O)c1cccc(S(=O)(=O)N2CCN(c3ccccc3)CC2)c1)c1ccccc1 (centres undefined)	i	-0.4%	-21.9%	-5.9%	-0.1%
35	C=Cc1cc2c(cc1O)CCC1C2CCC2(C)C(O)CCC12 (centres undefined)	?	3.6%	-19.5%	-4.0%	9.9%
36	CCOc1ccc2oc(C(=O)OCC(=O)NC3CCCC3)c(C)c2c1	i	-9.5%	2.4%	?	1.1%
37	Cc1ccccc1C(=O)OCC(=O)N1CC(=O)Nc2ccccc21	?	-9.6%	1.2%	·	·
38	Cc1ccc(Nc2ncnc(N)n2)cc1	i	3.5%	-0.3%	6.3%	-0.6%
39	CC12CCC(C(=O)Nc3ccccc3Br)(C/C1=N\O)C2(C)C (centres undefined)	?	-0.6%	-0.5%	-8.2%	-4.4%
40	CC(=O)Nc1ccc(S(=O)(=O)Nc2cc(S(=O)(=O)N3CCCCC3)ccc2O)cc1	i	3.4%	14.3%	12.5%	1.7%
41	O=C(COc1ccc2c3c(c(=O)oc2c1)CCCC3)NCc1cccnc1	i	-0.3%	3.3%	?	1.5%

item	Nrf2 activator	ATXN2 expr inh	TGFb inhibitor	MCF10A rereplic
33	0.2%	-3.1%	-4.4%	4.6%
34	2.4%	-22.9%	-29.5%	1.0%
35	4.4%	-18.3%	-39.1%	10.3µM*
36	-0.7%	7.6%	-2.8%	-12.9%
37	0.4%	·	-0.9%	·
38	0.1%	14.5%	-0.7%	-10.7%
39	-0.6%	16.9%	-7.5%	14.9%
40	0.3%	1.8%	17.3%	?
41	0.0%	6.5%	5.8%	-1.8%
